Assay outcomes (PubChem BioAssay)
M4 ag: human M4 muscarinic receptor agonists, primary screen, CHO-K1 cells, Fluo-8 calcium fluorescence; Muscarinic acetylcholine receptor M4 (Homo sapiens), P08173; AID 624127, 2012; CHO-K1 hM4/Gqi5; vehicle 0%, full acetylcholine response 100%; activation, % at 3 µM; actives 0.14% (n = 360,000);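 active = activation above the run mean over all test wells plus 3 SD, cut at about 32% in these data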;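 note: peak over basal fluorescence ratio per well then scaled between controls; 0% = DMSO wells and 100% = acetylcholine at EC100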
CRFBP-R2 block: antagonists of CRF-BP/CRF-R2 complex, primary screen, cell-based, HEK293, calcium dye fluorescence, uHTS; inhibition, % at 11.8 µM; CRF-induced calcium fluorescence; AID 588475, 2011; actives 0.59% (n = 350,000);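 active = inhibition of the ligand-induced calcium signal above about 50% at the single tested concentration, limit read from the data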
CHRM4 antagonist: human M4 muscarinic receptor antagonists, primary screen, CHO cells, Fluo-8 calcium fluorescence. Muscarinic acetylcholine receptor M4 (Homo sapiens), P08173. inhibition, % at 3 µM. actives 0.73% (n = 360,000). AID 624125, 2012. CHO-hM4 cells, ACh EC80;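 active = inhibition above its plate's cutoff, the mean inhibition of sample wells plus 3 SD, cut at about 27% in these data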;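 note: 0% = acetylcholine EC80 with DMSO and 100% = DMSO without agonist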
M5 PAM: human M5 muscarinic receptor positive allosteric modulators, primary screen, CHO-K1 cells, Fluo-8 calcium fluorescence. Muscarinic acetylcholine receptor M5 (Homo sapiens), P08912. CHO-K1 hM5, ACh EC20 PAM; 0% = ACh EC20, 100% = ACh EC100. activation, % at 3 µM. actives 0.3% (n = 360,000). AID 624038, 2012;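 active = activation above the run cutoff, the mean activation of all test compounds plus 3 SD, cut at about 18% in these data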
Target sequence (P08912 whole entry, looked up): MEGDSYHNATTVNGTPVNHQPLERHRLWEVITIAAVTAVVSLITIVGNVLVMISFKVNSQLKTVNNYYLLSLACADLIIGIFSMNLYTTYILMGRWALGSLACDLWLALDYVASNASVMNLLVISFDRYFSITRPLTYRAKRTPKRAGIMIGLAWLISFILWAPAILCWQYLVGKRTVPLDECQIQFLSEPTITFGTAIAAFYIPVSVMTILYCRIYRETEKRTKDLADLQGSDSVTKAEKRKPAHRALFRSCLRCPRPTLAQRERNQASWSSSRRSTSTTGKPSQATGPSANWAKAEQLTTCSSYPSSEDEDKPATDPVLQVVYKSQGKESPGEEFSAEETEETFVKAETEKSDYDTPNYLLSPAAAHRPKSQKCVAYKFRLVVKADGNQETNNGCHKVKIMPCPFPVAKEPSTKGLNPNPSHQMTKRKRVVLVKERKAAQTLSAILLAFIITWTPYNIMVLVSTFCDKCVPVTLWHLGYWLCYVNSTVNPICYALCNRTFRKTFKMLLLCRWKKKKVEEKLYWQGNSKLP
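Assay system – human M5 receptor in CHO-K1 cells · Read-out – % activation, ACh-normalized · Technique – Fluo-8 calcium fluorescence · Dosing – single-point, 3 µM nominal · Incubation – Fluo-8 loading 80 min at 37 °C plus 30 min room temperature · Repeats – singlicate, one well per test compound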
CRFBP-R2 agonist: agonists of CRF-BP/CRF-R2 complex, primary screen, cell-based, HEK293, calcium dye fluorescence, uHTS | CRF-binding protein / CRF receptor 2 complex (human) | actives 0.46% (n = 350,000) | activation, % at 13.2 µM | calcium dye fluorescence (FLIPR); percent of saturating CRF peptide response;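 active = activation of at least 50%, plus an integration ratio under a set limit after plate pattern correction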;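 note: plate controls were neutral control wells without compound for no effect and CRF at EC100 for full effect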
M4 PAM: human M4 muscarinic receptor positive allosteric modulators, primary screen, CHO-K1 cells, Fluo-8 calcium fluorescence; AID 624126, 2012; activation, % at 3 µM; Muscarinic acetylcholine receptor M4 (Homo sapiens), P08173; CHO-K1 hM4/Gqi5, ACh EC20; 0% = ACh EC20, 100% = maximal ACh; actives 0.4% (n = 360,000);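 active = activation above its plate's cutoff, the mean activation of sample wells plus 3 SD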; note: some results filed as inactive read as strong as hits
CHRM1 PAM: human M1 muscarinic receptor positive allosteric modulators, primary screen, CHO-K1 cells, Fluo-8 calcium fluorescence, 1536-well; CHO-K1 hM1, ACh EC20; 0% = ACh EC20, 100% = maximal ACh; activation, % at 3 µM; actives 0.088% (n = 360,000); AID 588819, 2011; in the data active = activation above about 19%, passing the limit was not always enough
Target sequence (P11229 whole entry, looked up): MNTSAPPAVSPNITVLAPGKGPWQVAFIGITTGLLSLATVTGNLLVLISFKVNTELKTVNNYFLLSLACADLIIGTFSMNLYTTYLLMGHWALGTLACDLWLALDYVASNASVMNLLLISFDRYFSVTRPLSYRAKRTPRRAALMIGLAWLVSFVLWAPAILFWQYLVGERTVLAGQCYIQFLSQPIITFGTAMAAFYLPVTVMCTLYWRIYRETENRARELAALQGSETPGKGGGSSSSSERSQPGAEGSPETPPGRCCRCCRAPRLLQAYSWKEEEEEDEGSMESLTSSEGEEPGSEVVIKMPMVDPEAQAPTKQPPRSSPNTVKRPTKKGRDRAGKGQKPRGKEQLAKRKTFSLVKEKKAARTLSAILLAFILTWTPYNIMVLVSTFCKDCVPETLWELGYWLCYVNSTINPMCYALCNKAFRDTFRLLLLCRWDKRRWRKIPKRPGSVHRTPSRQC
M5 ag: human M5 muscarinic receptor agonists, primary screen, CHO-K1 cells, Fluo-8 calcium fluorescence. AID 624037, 2012. actives 0.19% (n = 360,000). activation, % at 3 µM. Muscarinic acetylcholine receptor M5 (Homo sapiens), P08912. CHO-K1 hM5 cells; 0% DMSO wells, 100% maximal acetylcholine response;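 active = activation above the run's mean over test compounds plus 3 SD, cut at about 23% in these data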;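 note: signal is peak over basal fluorescence ratio across the kinetic read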
CHRM5 antagonist: human M5 muscarinic receptor antagonists, primary screen, CHO cells, Fluo-8 calcium fluorescence | inhibition, % at 3 µM | actives 0.59% (n = 360,000) | Muscarinic acetylcholine receptor M5 (Homo sapiens), P08912 | CHO-hM5 cells, ACh EC80;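 active = inhibition above a per-plate cutoff, the mean of that plate's test compounds plus 3 SD, cut at about 27% in these data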;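 note: 0% = acetylcholine EC80 with DMSO and 100% = DMSO without agonist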
* hit, by the source's call; nt = not tested or not shown.

SMILES	M4 ag	CRFBP-R2 block	CHRM4 antagonist	M5 PAM	CRFBP-R2 agonist	M4 PAM	CHRM1 PAM	M5 ag	CHRM5 antagonist
O=C(O)CSc1ncnc2sc(-c3ccccc3)cc12	2	4	-5	15	1.8	-4	15	4	-5
CC(=O)N/C(=C\c1ccccc1)C(=O)OCC(=O)N(C)C1CCCCC1	0	1	4	-2	-0.6	-6	8	-1	-3
CC(C)N(C(C)C)S(=O)(=O)c1ccc(Cl)nc1	0	1	7	-1	-1.1	-1	6	-2	7
O=C(NCCCN1CCN(c2ccccc2F)CC1)C1CCN(S(=O)(=O)c2cccs2)CC1	3	-2	13	-5	-0.1	-10	0	-2	3
CCc1cc(C(=O)N2CCCC(C(=O)c3ccc(Oc4ccccc4)cc3)C2)n(C)n1 (stereo not given)	9	0	-11	-10	1.4	4	-4	-2	16
CC(=O)c1ccccc1OC(=O)c1ccc(-c2ccccc2)cc1	2	5	2	-8	1.3	-1	-5	-9	-4
Cc1ccc(N2CCN(c3ccc(C)cc3)C2c2ccccn2)cc1	1	21	-6	-4	-1.2	1	5	-4	5
Oc1ccc(/C=N/NC2=NCCCCC2)cc1	0	-19	6	-3	-0.3	-8	0	-6	-1
O=C(NCc1ccc2c(c1)OCO2)c1cccs1	1	-19	-7	0	-0.7	7	7	-4	-8
O=C(O)c1ccc(N=Cc2nc(-c3ccco3)oc2O)cc1	0	11	-1	1	0.7	0	2	-4	-4
Cc1cccc(-n2c(-c3ccccc3)c[nH]c2=S)c1C	0	-10	-4	-2	-0.4	-1	0	-6	1
O=C(NCc1ccccc1F)C1CCCN(S(=O)(=O)c2ccc(-n3cnnn3)cc2)C1 (stereo not given)	1	4	-8	-3	-0.8	0	6	-3	11
COc1ccc(C2C(C(C)=O)=C(O)C(=O)N2CCc2c[nH]c3ccccc23)cc1OC (stereo not given)	1	0	-1	-10	-0.9	5	10	-2	10
O=C(O)C(c1ccccc1)N1C(=O)c2cccc3cccc(c23)C1=O (stereo not given)	0	4	-1	-8	0.5	0	2	4	13
Cc1ccc(S(=O)(=O)NC(N)=NCCc2ccc(Cl)cc2)cc1	1	-12	-5	-1	-1.1	-7	7	0	-6
CCOC(=O)CSc1nc2c(sc(=S)n2Cc2ccco2)c(=O)n1-c1ccccc1	-1	41	-4	-4	0.1	-15	-4	-4	-1
CCCc1cc(=O)oc2cc(C)cc(OCC(=O)NCc3ccncc3)c12	2	-10	-1	-10	0.2	0	3	-3	0
O=C1NC(=S)N/C1=C/c1cccc([N+](=O)[O-])c1O	1	40	1	-5	-5.8	0	-1	2	-6
COc1cccc(Oc2c(C)oc3c(CN4CCCCC4)c(O)ccc3c2=O)c1	0	-3	1	2	2.3	-7	3	-4	-1
O=S(=O)(SC1=NCCN1)c1ccccc1	1	6	-2	8	1.0	0	1	3	6

Some of these compounds in order of molar mass, falling:
SMILES	M4 ag	CRFBP-R2 block	CHRM4 antagonist	M5 PAM	CRFBP-R2 agonist	M4 PAM	CHRM1 PAM	M5 ag	CHRM5 antagonist
Cc1ccc(S(=O)(=O)NC(N)=NCCc2ccc(Cl)cc2)cc1	1	-12	-5	-1	-1.1	-7	7	0	-6
O=C(O)c1ccc(N=Cc2nc(-c3ccco3)oc2O)cc1	0	11	-1	1	0.7	0	2	-4	-4
O=C(NCc1ccc2c(c1)OCO2)c1cccs1	1	-19	-7	0	-0.7	7	7	-4	-8

Compound profiles, as listed above. Order of values: M4 ag, CRFBP-R2 block, CHRM4 antagonist, M5 PAM, CRFBP-R2 agonist, M4 PAM, CHRM1 PAM, M5 ag, CHRM5 antagonist
Profile of CCc1cc(C(=O)N2CCCC(C(=O)c3ccc(Oc4ccccc4)cc3)C2)n(C)n1 (stereo not given) = 9, 0, -11, -10, 1.4, 4, -4, -2, 16
Profile of COc1cccc(Oc2c(C)oc3c(CN4CCCCC4)c(O)ccc3c2=O)c1 = 0, -3, 1, 2, 2.3, -7, 3, -4, -1

(further entries)
SMILES	M4 ag	CRFBP-R2 block	CHRM4 antagonist	M5 PAM	CRFBP-R2 agonist	M4 PAM	CHRM1 PAM	M5 ag	CHRM5 antagonist
O=C(NCc1ccc(F)cc1)C1CCN(S(=O)(=O)N2CCCC2)CC1	2	8	1	4	-1.1	-4	7	-3	-7
COCC(C)NC(=O)COc1nncc2ccccc12 (stereo not given)	0	15	-7	3	-1.9	5	5	1	-1
Cc1onc(-c2ccccc2)c1C(=O)N(Cc1ccco1)Cc1cccs1	1	9	3	0	-0.6	-7	-2	-8	3
O=C(COC(=O)c1cc(=O)[nH]c(=O)[nH]1)Nc1cccc(Cl)c1	0	6	7	4	-0.7	-2	1	1	4
CC(C)COC(=O)OCN1C(=O)CN(CCN2CC(=O)N(COC(=O)OCC(C)C)C(=O)C2)CC1=O	0	10	8	-10	-1.6	-3	-3	10	2
CCc1nc(SCC(=O)Nc2cccc(C(F)(F)F)c2)c2c(=O)n(C)c(=O)n(C)c2n1	2	-47	-1	-1	-0.9	3	-11	0	1
Cc1noc(C)c1S(=O)(=O)N(C)C[C@H]1Oc2ccc(NC(=O)Cn3cnnn3)cc2C(=O)N([C@H](C)CO)C[C@@H]1C	0	-1	6	-4	-1.1	0	2	1	14
Cn1c(SCC(=O)N2CCN(c3ccccc3)CC2)nnc1-c1ccncc1	1	5	1	-5	1.5	8	3	1	9
Cc1ccc(CNC(=O)C2CC(c3ccccc3F)=NO2)cc1 (stereo not given)	1	11	-3	9	-0.3	12	8	1	2
Cc1nc2ccccc2n1CC(=O)OCC(=O)NCc1ccccc1	2	-3	1	-2	-0.6	0	4	0	6
N#CCCn1c(C2CCCCC2)nc2ccccc21	0	-2	13	0	-1.3	-6	2	-1	3
COc1ccc(-c2c(C3=CCCCC3)oc3ccc(-c4ccc5c(c4)OCO5)cc23)cn1	2	7	1	-6	1.9	8	5	-3	6
CCCN(CCC)S(=O)(=O)c1ccc(N2CCCC2=O)c([N+](=O)[O-])c1	2	10	6	-3	0.7	3	0	-2	2
CN(C(=O)c1cc2sccc2n1C)C1CCCCC1	0	-16	2	9	-5.2	19	7	-10	-4
CNS(=O)(=O)c1cc(S(=O)(=O)NC)c2cccc3c2c1NC3=O	1	1	-4	-1	1.8	4	3	-2	9
N#Cc1c(Sc2ncc(C(F)(F)F)cc2Cl)nsc1C/C=N\OCc1c(F)cccc1Cl	0	-8	7	5	3.2	15	5	-1	-6
COC(=O)C1C(c2ccc(OC)cc2)NC(=O)NC1(O)C(F)(F)Cl (stereo not given)	1	5	-1	2	-0.8	-2	8	2	3
CCOC(=O)/C=C/C(=O)OCC(=O)Nc1cccc(Br)c1	1	-7	2	2	1.8	1	4	1	10
CCOc1ccccc1NS(=O)(=O)c1c(C)[nH]c(C)c1C(=O)N1CCCCC1	0	-10	-6	0	-0.3	-3	0	-4	2
O=C(NCc1ccc(F)c(F)c1)C1CCC(=O)N(CC2CCCCC2)C1 (stereo not given)	2	-12	0	6	-1.2	-2	4	-2	5
Cc1ccc(C(=O)NCC(=O)OCC(=O)NC(C)c2ccccc2)s1 (stereo not given)	1	-2	-1	4	0.1	-5	8	-3	-2
CCOC(=O)c1c(C)n(C)c2ccc(OCC(O)Cn3nc(C)c(Br)c3C)cc12 (stereo not given)	8	-34	-3	-9	-0.1	-7	-1	-3	11
O=c1[nH]c2ccccc2n1CCCSCCCn1c(=O)[nH]c2ccccc21	10	-13	2	-14	-0.7	-16	-1	4	17
Nc1scc2c(C(=O)O)nn(-c3ccccc3)c(=O)c12	-1	8	-7	-2	-2.0	7	17	3	5
CC(C)(C)S(=O)N1Cc2cc(C(=O)N3CCOCC3)nc(-c3cccc(Br)c3)c2[C@@H]1CCO (stereo not given in full)	0	nt	-10	8	nt	-5	-10	1	-2
O=C(Nc1cccc(S(=O)(=O)N2CCCCC2)c1)C1CCC1	2	6	-13	5	0.7	8	2	0	-6
COc1ccccc1N(CC(=O)Nc1ccc(F)c(F)c1)S(C)(=O)=O	2	-9	-1	-1	-1.4	5	2	-1	0
O=C(CCC(=O)c1ccccc1)NCCc1c[nH]c2ccccc12	3	-20	2	4	-1.1	13	18	2	-6
COc1cc(CN2C(=O)C(Cc3ccccc3)ON=C2c2ncccc2C)cc(OC)c1 (stereo not given)	2	nt	-14	-4	nt	0	8	0	-2
CC(NC(=O)COC(=O)C1CCN(c2ccc(C(F)(F)F)cn2)CC1)c1ccc(Br)cc1 (stereo not given)	2	-14	-23	2	6.1	6	1	-5	-9
CNC(=O)COC(=O)/C=C/c1c(C)nn(-c2ccccc2)c1C	1	9	-5	6	-1.0	17	6	-4	3
O=[N+]([O-])c1cccc(-n2cc3ccc([N+](=O)[O-])cc3n2)c1	1	-1	-4	-5	-0.7	6	7	0	9
COc1ccc(-c2cc(C(=O)N3CCN(C(c4ccccc4)c4ccccc4)CC3)no2)cc1OC	0	-2	-5	-10	2.3	-4	-2	0	8
COC(=O)COC(=O)c1ccc(Oc2nc(OC)nc(N(C)C)n2)cc1	0	-17	-5	0	-0.5	10	4	0	-5
CCOc1ccc(NC(=O)N2CCC(n3c(=O)[nH]c4ccccc43)CC2)cc1	8	-14	-16	-6	-1.4	5	1	0	0
CC(=O)C1C(C)CC2C3CCC4CC(=O)CCC4(C)C3CCC21C (stereo not given)	0	13	-14	11	-1.7	9	13	1	11
CCOC(=O)[C@H]1[C@H]2COc3cc(OC)ccc3[C@@H]2N2C(=O)c3cc(C)ccc3NC(=O)[C@@]12C	5	-11	-1	5	-2.9	17	11	2	-4
CCn1c(SCC(=O)NCCc2ccc(OC)c(OC)c2)nc2c([nH]c3ccccc32)c1=O	1	6	3	1	-2.4	0	11	0	3
CC(NC(=O)c1ccco1)C(=O)Nc1nc(-c2ccccn2)cs1 (stereo not given)	2	5	0	7	0.6	-5	9	1	-4
O=S(=O)(NC(=NC1CCCC1)C(F)(F)F)c1ccccc1	0	-12	-1	2	-0.5	12	3	0	-2
COC(CNC(=O)C(=O)Nc1cc2c3c(c1)CC(=O)N3CCC2)OC	0	6	4	-3	0.3	-4	-4	-3	2
CCCNc1nc2c(c(=O)[nH]c(=O)n2C)n1CCc1ccccc1	2	-5	-27	-1	-2.5	16	9	-1	-4
CC(C)C(=O)N=C1SC2CS(=O)(=O)CC2N1Cc1ccc(Cl)cc1 (stereo not given)	1	-10	4	1	3.0	13	1	-2	5
Cc1cc(C(=O)NCC(=O)Nc2ccc(F)c(F)c2)c(C)o1	2	11	-10	10	-3.7	5	10	5	-1
CCc1ccc(N2CC(C(=O)Nc3ccc4c(c3)OCCO4)CC2=O)cc1 (stereo not given)	0	0	9	-4	-0.9	-10	-1	-2	12
CCC1CCCCN1CC(O)COCc1cccc(OC)c1 (stereo not given)	1	2	-3	-1	0.6	4	-4	-4	14
